HRas wt GTP bind: modulators of GTP binding to human HRas wildtype | GST-Ras wt beads, Bodipy-FL-GTP binding, flow cytometry; actives lie on both sides | GTP binding activity, % at 10 µM | hit rate 0.14% among 190,000 | AID 759;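 active = GTP binding activity at least 20% away from the 100% baseline, either lowered as inhibitor or raised as activator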;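 also: 0% = unlabeled GTP competition control and 100% = no-compound control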
Target sequence (P01112 whole entry, looked up): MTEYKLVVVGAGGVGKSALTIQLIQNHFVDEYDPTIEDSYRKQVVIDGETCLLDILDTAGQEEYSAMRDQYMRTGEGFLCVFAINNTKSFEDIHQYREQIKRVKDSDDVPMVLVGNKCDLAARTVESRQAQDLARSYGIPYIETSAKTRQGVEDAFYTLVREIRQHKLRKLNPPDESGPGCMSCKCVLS
ABCG2 inh: blocks JC-1 efflux by human ABCG2 transporter | IgMXP3 cells, flow cytometry | Q9UNQ0 | hit rate 0.1% among 190,000 | inhibition, % at 6.6 µM;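 active = inhibition above 80%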;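 also: 0% = DMSO and 100% = nicardipine control wells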
Target sequence (Q9UNQ0 whole entry, looked up): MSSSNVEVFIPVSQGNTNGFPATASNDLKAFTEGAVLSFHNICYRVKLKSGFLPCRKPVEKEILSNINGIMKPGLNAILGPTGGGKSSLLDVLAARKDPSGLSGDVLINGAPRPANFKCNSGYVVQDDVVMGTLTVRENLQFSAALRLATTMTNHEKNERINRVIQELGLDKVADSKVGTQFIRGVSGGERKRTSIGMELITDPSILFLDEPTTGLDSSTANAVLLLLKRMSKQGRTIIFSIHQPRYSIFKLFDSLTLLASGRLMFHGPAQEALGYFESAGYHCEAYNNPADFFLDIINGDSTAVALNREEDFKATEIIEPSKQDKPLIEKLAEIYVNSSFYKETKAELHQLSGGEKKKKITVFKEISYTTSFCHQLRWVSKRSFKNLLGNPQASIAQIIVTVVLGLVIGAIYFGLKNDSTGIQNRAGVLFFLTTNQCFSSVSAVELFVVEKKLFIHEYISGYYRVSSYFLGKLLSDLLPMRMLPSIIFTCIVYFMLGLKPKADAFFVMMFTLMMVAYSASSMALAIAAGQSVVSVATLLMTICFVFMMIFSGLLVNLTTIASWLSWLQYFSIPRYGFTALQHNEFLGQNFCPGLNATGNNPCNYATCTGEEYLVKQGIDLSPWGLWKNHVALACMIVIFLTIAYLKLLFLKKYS
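Test system: IgMXP3 (ABCG2) plus far-red-tagged CCRF-Adr (ABCB1) cells / Amount: 3 million cells/mL in well / Reagent: JC-1 transporter substrate / Timing: 10 min compound exposure, 25 °C / Signal: flow cytometry, 530 nm JC-1 signal / Read-out: percent efflux inhibition, scaled nicardipine 100% to DMSO 0% / Benchmarks: nicardipine as high control, DMSO as low control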
Rab7 wt modul: dog Rab7 wildtype GTP binding, inhibitors and activators | GTP binding activity (percent of control), % at 10 µM | AID 758 | hit rate 0.055% among 190,000 | GST-Rab7 beads, fluorescent GTP binding, flow cytometry; actives lie on both sides; untreated = 100%, excess cold GTP = 0%;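 active = fluorescent GTP binding to Rab7 beads changed by at least 20 points from the 100% baseline, either direction, mostly lower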;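 also: median green fluorescence of bound Bodipy-FL-GTP per Rab7 bead population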
Cdc42 wt: human Cdc42 wildtype GTP binding change, either direction; percent activity (GTP binding), % at 10 µM; GST-Cdc42 beads, Bodipy-GTP binding, flow cytometry; actives lie on both sides; AID 761; hit rate 0.2% among 190,000; P60953;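 active = percent activity GTP binding at least 20 points away from the 100% baseline, either down as inhibitor or up as activator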;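 also: median bead fluorescence of bound Bodipy-FL-GTP at 100 nM; 0% = excess unlabeled GTP control and 100% = no compound control; below 100% means less GTP binding so inhibitor and above means activator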
Target sequence (P60953 whole entry, looked up): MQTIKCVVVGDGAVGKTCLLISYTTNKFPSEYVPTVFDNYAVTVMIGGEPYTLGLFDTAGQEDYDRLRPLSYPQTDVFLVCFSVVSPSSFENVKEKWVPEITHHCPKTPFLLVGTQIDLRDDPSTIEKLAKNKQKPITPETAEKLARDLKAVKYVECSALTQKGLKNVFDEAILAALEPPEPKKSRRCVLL
Rab2 wt GTP: changes GTP binding to wildtype dog Rab2A, up or down; P61105; GST-Rab2 wt beads, Bodipy-GTP binding, flow cytometry; GTP binding activity, % at 10 µM; hit rate 0.19% among 190,000; AID 760;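 active = GTP binding activity at least 20 points away from 100%, either lowered or raised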;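 also: 0% = beads with excess unlabeled GTP and 100% = no-compound control corrected for plate trend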
Avidin bead fluor: avidin bead compound fluorescence profile. fluorescence (KMESF) at 10 µM. Avidin beads, compound fluorescence 488/530 nm, flow cytometry; active compounds read high. hit rate 0.38% among 220,000; in the data active = fluorescence above about 47; also: inactives centre near 10
Pf gamet viab: P. falciparum stage V gametocyte viability inhibition | AID 743093 | hit rate 0.065% among 150,000 | inhibition, % at 10.9 µM | P. falciparum stage V gametocytes, ATP luminescence, 24 h;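 active = inhibition above the mean plus 3 SD of compounds within the control limits, set per campaign, cut at about 38% in these data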;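 also: 0% = DMSO wells and 100% = medium only without gametocytes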
Rac1 act GTP bind: alters GTP binding to activated mutant human Rac1; P63000; GST-Rac1 activated beads, fluorescent GTP binding, flow cytometry; actives lie on both sides; 100% means binding = to untreated wells; percent activity (GTP binding), % at 10 µM; hit rate 0.11% among 190,000;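 active = GTP binding at least 20 percentage points away from the 100% baseline, in either direction, so actives lie on both sides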
ABCB1 inh: inhibitors of human ABCB1 transporter, ABCG2 counter-screen; AID 1326; CCRF-Adr cells, JC-1 efflux, flow cytometry; hit rate 0.067% among 190,000; P08183; inhibition, % at 6.6 µM; in the data active = inhibition above about 40%;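 also: 0% = vehicle and 100% = reference inhibitor; higher value means more JC-1 retained so stronger ABCB1 efflux block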
Mcl1-Noxa inh: Mcl-1/Noxa interaction inhibition; inhibition, % at 21.7 µM; hit rate 1.5% among 220,000; Q07820; TR-FRET Mcl-1/Noxa peptide binding, 2 h;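 active = compounds that cut the protein-peptide binding signal by more than 50% relative to plate controls in a single-dose test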;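 also: His-tagged Mcl-1 with rhodamine Noxa BH3 peptide and terbium anti-His antibody; 0% = Mcl-1 plus Noxa peptide wells and 100% = peptide-only wells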
Rac1 wt modul: human Rac1 wildtype GTP binding, inhibitors and activators. P63000. GST-Rac1 beads, fluorescent GTP binding, flow cytometry; actives lie on both sides; 0 = cold GTP competed, 100 = untreated. GTP binding activity (% of control), % at 10 µM. hit rate 0.27% among 190,000;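 active = GTP binding activity at least 20 points away from the 100% control level, either lower or higher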
Active calls of the source: *; x = no result given.

Values run as follows: HRas wt GTP bind	ABCG2 inh	Rab7 wt modul	Cdc42 wt	Rab2 wt GTP	Avidin bead fluor	Pf gamet viab	Rac1 act GTP bind	ABCB1 inh	Mcl1-Noxa inh	Rac1 wt modul
- CCOC(=O)C1CCCN(C(=O)c2cc3c(C)nc4ccccc4c3o2)C1 (stereo unspecified)
    102	14	100	102	101	15	x	99	16	-1	99
- CCOC(=O)c1ccc(N=c2sc(C(=O)OC)cc(=O)n2Cc2ccc3c(c2)OCO3)cc1
    100	3	101	102	102	6	x	101	0.8	24	109
- COC(=O)c1sccc1NC(=S)N1CC(C)CC(C)C1 (stereo unspecified)
    101	21	100	101	102	11	-43	101	1.4	-13	103
- CNC(=O)NC(=O)COC(=O)CCCOc1ccc(OC)cc1
    98	2	94	99	96	14	-16	97	0.5	6	100
- COc1ccc(CCC(=O)Nc2cc(Cl)ccc2OC)cc1
    100	3	97	101	99	8	x	97	0.3	-2	103
- CCC(C(=O)NC1CCCCC1)N(CC1CCCO1)C(=O)CNS(=O)(=O)c1ccc(OC)cc1 (stereo unspecified)
    96	6	101	96	102	8	-10	101	0.7	-3	93
- CCOC(=O)C1(CC)NC(c2ccco2)C2C(=O)N(C)C(=O)C21 (stereo unspecified)
    102	-1	99	103	99	7	x	99	-0.3	-14	104
- Cc1c(CN(C)C(=O)c2nn(C)cc2[N+](=O)[O-])cnn1C
    100	-1	98	102	98	4	4	99	0.4	1	103
- Cc1ccnc(N2C(=O)c3ccccc3C2O)c1 (stereo unspecified)
    102	12	102	102	99	6	x	98	1.7	1	101
- CCN(CC)S(=O)(=O)c1ccc(N2CCCC2)c(C(=O)OCC(=O)/C(C#N)=C(\C)N)c1
    100	3	100	99	99	28	x	98	1.3	12	100
- COc1ccc(CCN2CNc3c(c(=O)n(C)c(=O)n3C)C2)cc1OC
    98	-2	98	101	99	10	7	101	-0.5	-20	104
- Cc1cc(C)c2c(-n3cccc3)nn(C)c2n1
    108	0	107	106	108	16	4	102	0.0	-4	107
- O=C(COc1ccc(-c2nnco2)cc1)N1CCN(S(=O)(=O)c2ccc3ccccc3c2)CC1
    99	1	102	97	96	5	x	98	0.7	11	99
- COc1nc(C)ccc1-c1noc(-c2ccco2)n1
    99	9	100	100	99	19	x	97	0.4	1	98
- CC1=Nn2c(nnc2-c2ccco2)SC1
    99	0	96	99	99	10	0	99	-0.6	9	100
- CC(C)COC(=O)c1cc(=O)[nH]c2ccccc12
    102	5	103	105	101	32	x	99	0.6	14	103
- Cc1cccn2c(=O)c(C=Nc3ccccc3)c(NCc3ccco3)nc12
    99	0	98	100	99	29	x	98	-0.1	16	101
- CCC(=O)N(C1=C(NC(C)C)C(=O)c2ccccc2C1=O)C(C)C
    97	6	96	97	98	3	-3	95	2.4	19	102
- CC(=O)Nc1ccc(S(=O)(=O)N2CCSC2C(=O)O)cc1 (stereo unspecified)
    98	0	94	97	95	7	x	97	-0.1	-5	98
- Cc1ccc(C(C)n2cc(C(=O)NCc3ccccn3)nn2)cc1 (stereo unspecified)
    96	7	98	96	97	25	-23	96	1.4	2	99
- COc1ccc(C(=O)c2ccc(N(C)C)cc2)c(OC)c1
    99	1	101	98	100	14	x	99	0.4	5	99
- CC(c1ccccc1F)n1cc(C(=O)NCCc2ccco2)nn1 (stereo unspecified)
    100	2	102	102	101	7	x	100	0.3	13	101
- CCOC(=O)c1csc(NC(=O)CSc2nnnn2-c2ccc(OC)cc2)n1
    101	2	98	101	101	23	x	99	0.3	-1	102
- Cn1cccc1Cc1nnc(SCC(=O)NCC2CCCO2)n1-c1ccc(F)cc1 (stereo unspecified)
    102	5	99	101	102	24	x	99	1.0	5	103
- C/C(=N\NC(=O)CSCc1ccc(Cl)cc1)c1ccc(NC(=O)c2ccccc2)cc1
    99	3	100	98	100	37	x	100	-0.1	-22	100
- COC(=O)c1[nH]c2c(c1C)C(=O)CC(c1cccs1)C2 (stereo unspecified)
    109	3	105	110	109	17	-6	101	0.5	5	106
- CCCS(=O)(=O)N1CCC(C(=O)NCc2ccccc2Cl)CC1
    98	5	100	97	98	8	x	99	0.4	11	100
- COc1ccc(OC)c(NC(=O)c2ccc(CSc3nnc(C)s3)cc2)c1
    100	6	103	96	96	10	-19	97	0.8	6	97
- COc1ccc(/C=C/C(=O)NC(=S)NCC2CCCO2)cc1 (stereo unspecified)
    98	16	98	99	98	11	1	96	-0.1	0	101
- Cc1cc(C)cc(Nc2nc3ccccc3c(=O)[nH]2)c1
    97	7	98	98	99	10	-7	96	0.5	20	97

Two successive entries from above, quoted:
Values run as follows: HRas wt GTP bind	ABCG2 inh	Rab7 wt modul	Cdc42 wt	Rab2 wt GTP	Avidin bead fluor	Pf gamet viab	Rac1 act GTP bind	ABCB1 inh	Mcl1-Noxa inh	Rac1 wt modul
- COc1ccc(/C=C/C(=O)NC(=S)NCC2CCCO2)cc1 (stereo unspecified)
    98	16	98	99	98	11	1	96	-0.1	0	101
- Cc1cc(C)cc(Nc2nc3ccccc3c(=O)[nH]2)c1
    97	7	98	98	99	10	-7	96	0.5	20	97

More compounds follow:
Values run as follows: HRas wt GTP bind	ABCG2 inh	Rab7 wt modul	Cdc42 wt	Rab2 wt GTP	Avidin bead fluor	Pf gamet viab	Rac1 act GTP bind	ABCB1 inh	Mcl1-Noxa inh	Rac1 wt modul
- Cc1ccc(NC(=O)CSc2n[nH]c(C)c2[N+](=O)[O-])cc1C
    99	-11	100	98	100	18	15	100	-1.2	19	102
- O=C(O)c1cc(S(=O)(=O)Nc2ccc(N3CCCCC3)cc2)ccc1Cl
    94	-1	100	91	95	7	9	91	-0.2	46	96
- CCOC(=O)C1CCCN(c2c(N3CCN(C4CCCCC4)CC3)c(=O)c2=O)C1 (stereo unspecified)
    100	-4	102	101	103	7	x	101	-2.8	-5	105
- COc1ccc(N2CCN(c3cc(=O)n(Cc4ccc(F)cc4)c(=O)[nH]3)CC2)cc1
    101	5	102	101	101	7	x	99	0.8	9	102
- O=c1cc(CN2CCN(c3ccccc3)CC2)nc2scc(-c3ccccc3)n12
    91	-1	100	98	98	9	5	90	-0.9	16	91
- C=CCN1C(=O)S/C(=C/c2ccsc2)C1=O
    101	3	100	101	99	4	4	99	1.5	13	106
- O=C(c1cccc(Br)c1)N1CCN(C(=O)N2CCCCC2)CC1
    101	2	100	102	101	37	-32	99	0.6	9	103
- O=C(NCc1ccccn1)C1CCN(S(=O)(=O)N2CCC3(CC2)OCCO3)CC1
    102	1	98	106	102	11	-10	101	1.9	-4	106
- C=CC[n+]1c(-c2ccc(C)cc2)csc1NNC(=O)Nc1ccccc1
    101	0	93	103	100	17	x	98	0.0	33	99
- O=C(NCC1CCN(C(=O)c2ccc([N+](=O)[O-])cc2)CC1)C(=O)Nc1ccccc1
    99	6	105	97	101	8	x	92	1.6	17	101
- COCCNC(=S)N/N=C(\C)c1ccc(OC)cc1
    101	10	102	103	100	4	x	98	-0.7	9	105
- NC(=O)CSC1=Nc2ccccc2C2=NC(CCC(=O)NCc3ccc(F)cc3)C(=O)N12 (stereo unspecified)
    103	3	103	103	100	7	13	99	0.2	36	102
- CN(C)c1ccc(C2OC(=O)C(C)(C)C(=O)C2(C)C)cc1 (stereo unspecified)
    98	0	98	97	95	40	1	94	0.1	10	96
- O=C(NCCCN1CCN(c2ccccc2F)CC1)C1CCN(S(=O)(=O)c2cccs2)CC1
    97	2	96	95	94	17	-1	96	0.7	1	93
- CSCCC(NC(=O)C12CC3CC(CC(C3)C1)C2)C(=O)OCC(=O)c1ccc(Cl)cc1 (stereo unspecified)
    104	4	103	103	105	22	x	101	1.1	9	104
- N#Cc1c(C(F)(F)F)cc(-c2ccccc2)nc1SCCN1CCOCC1
    93	12	98	86	93	21	0	90	3.0	6	87
- CC(C)OC(=O)CC1C(=O)NCCN1C(=S)NC(=O)c1ccccc1 (stereo unspecified)
    101	1	108	95	97	5	x	96	0.2	8	98

A stretch taken from the entries so far, for reference:
Values run as follows: HRas wt GTP bind	ABCG2 inh	Rab7 wt modul	Cdc42 wt	Rab2 wt GTP	Avidin bead fluor	Pf gamet viab	Rac1 act GTP bind	ABCB1 inh	Mcl1-Noxa inh	Rac1 wt modul
- O=C(O)c1cc(S(=O)(=O)Nc2ccc(N3CCCCC3)cc2)ccc1Cl
    94	-1	100	91	95	7	9	91	-0.2	46	96
- CCOC(=O)C1CCCN(c2c(N3CCN(C4CCCCC4)CC3)c(=O)c2=O)C1 (stereo unspecified)
    100	-4	102	101	103	7	x	101	-2.8	-5	105
- COc1ccc(N2CCN(c3cc(=O)n(Cc4ccc(F)cc4)c(=O)[nH]3)CC2)cc1
    101	5	102	101	101	7	x	99	0.8	9	102
- O=c1cc(CN2CCN(c3ccccc3)CC2)nc2scc(-c3ccccc3)n12
    91	-1	100	98	98	9	5	90	-0.9	16	91
- C=CCN1C(=O)S/C(=C/c2ccsc2)C1=O
    101	3	100	101	99	4	4	99	1.5	13	106
- O=C(c1cccc(Br)c1)N1CCN(C(=O)N2CCCCC2)CC1
    101	2	100	102	101	37	-32	99	0.6	9	103
- O=C(NCc1ccccn1)C1CCN(S(=O)(=O)N2CCC3(CC2)OCCO3)CC1
    102	1	98	106	102	11	-10	101	1.9	-4	106
- C=CC[n+]1c(-c2ccc(C)cc2)csc1NNC(=O)Nc1ccccc1
    101	0	93	103	100	17	x	98	0.0	33	99
- O=C(NCC1CCN(C(=O)c2ccc([N+](=O)[O-])cc2)CC1)C(=O)Nc1ccccc1
    99	6	105	97	101	8	x	92	1.6	17	101
- COCCNC(=S)N/N=C(\C)c1ccc(OC)cc1
    101	10	102	103	100	4	x	98	-0.7	9	105
- NC(=O)CSC1=Nc2ccccc2C2=NC(CCC(=O)NCc3ccc(F)cc3)C(=O)N12 (stereo unspecified)
    103	3	103	103	100	7	13	99	0.2	36	102
- CN(C)c1ccc(C2OC(=O)C(C)(C)C(=O)C2(C)C)cc1 (stereo unspecified)
    98	0	98	97	95	40	1	94	0.1	10	96
- O=C(NCCCN1CCN(c2ccccc2F)CC1)C1CCN(S(=O)(=O)c2cccs2)CC1
    97	2	96	95	94	17	-1	96	0.7	1	93

Screens deposited in PubChem BioAssay by several laboratories.
